PTHR1 agonist: agonists of human PTHR1 parathyroid hormone receptor. Q03431. Potency, µM (highest dose often 115 µM), for inactives: top-dose activation, most hits filed as activators. actives 0.075% (n = 410,000). AID 743266. HEK293 GP2 PTHR1 cells, GloSensor cAMP luminescence, 1 h; further: potency means the concentration at half of the fitted maximal effect; nearly all actives have a fitted effect of over 55% in size; some results filed as inactive show a strong effect at the top dose; inactives centre near -15; many of its hits are not listed in these tables
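HEK-293-derived GP2 cells expressing PTHR1 and a GloSensor cAMP reporter, 3,000/well, plated overnight, given luciferin plus IBMX (each 0.5 mM as added) for 1 h at 37 °C, then compound for 1 h at 37 °C. Luminescence was read after 15 min at room temperature.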
GLP1R inv ag: inverse agonists of human GLP-1 receptor | AID 624417 | actives 1.6% (n = 410,000) | Potency, µM (titrated, usually from 38.3 µM), for the others: at the top dose activity change, negative = inhibition, hits mostly inhibitors | HEK293 GLP-1R CRE-luciferase, luminescence, 24 h; GLP-1R form is constitutively active | P43220; further: potency means the concentration at half of the fitted maximal effect; on the % scale 0 is the no-effect control and ±100 the full control effect; nearly all actives have a fitted effect of over 55% in size
Target sequence (P43220 whole entry, looked up): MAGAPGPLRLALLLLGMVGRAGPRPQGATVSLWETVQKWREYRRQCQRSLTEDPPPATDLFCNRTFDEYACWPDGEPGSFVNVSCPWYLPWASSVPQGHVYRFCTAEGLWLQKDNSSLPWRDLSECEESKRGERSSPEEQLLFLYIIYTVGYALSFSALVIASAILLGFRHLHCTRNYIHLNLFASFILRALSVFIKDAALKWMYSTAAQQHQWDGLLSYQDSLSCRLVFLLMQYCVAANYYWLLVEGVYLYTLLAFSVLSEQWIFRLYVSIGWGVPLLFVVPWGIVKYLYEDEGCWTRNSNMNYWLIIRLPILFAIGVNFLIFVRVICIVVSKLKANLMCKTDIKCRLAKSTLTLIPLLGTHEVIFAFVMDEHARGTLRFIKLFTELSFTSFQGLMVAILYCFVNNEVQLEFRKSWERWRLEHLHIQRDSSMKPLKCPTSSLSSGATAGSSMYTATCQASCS
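Seeding at 200 cells/uL, 12 h culture, 24 hr compound treatment, then luciferase reagent and a luminescence read; cells are HEK293 stably expressing a constitutively active GLP-1R plus cAMP-responsive luciferase.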
HEK293 tox: cytotoxicity in counter-screen for GLP-1R inverse agonists | AID 624418 | actives 0.13% (n = 410,000) | Potency, µM (doses to about 38.3 µM), without a hit: at the highest dose activity change, negative = inhibition, hits mostly inhibitors | HEK293 cAMP-luciferase reporter cells, luminescence, 24 h;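 further: loss of luciferase light is scored as toxicity; potency means the concentration at half of the fitted maximal effect; on the % scale 0 is the no-effect control and ±100 the full control effect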
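Luminescence readout: signal drop marks cytotoxicity. Plated cells grew 12 h at 37 °C, 5% CO2, received 23 nL compound for 24 h, then got luciferase reagent, read after 12 min at RT.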
EPAC1 antagonist: EPAC1 (human) antagonism; O95398; EPAC1 GEF assay, Rap1b-BODIPY-GDP exchange fluorescence; Potency, µM (series often up to 115 µM), inactives show at the top dose activity change, negative = inhibition, usual class: inhibitors; actives 0.14% (n = 360,000);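 further: potency means the concentration at half of the fitted maximal effect; plate controls were vehicle for no effect and positive control for full effect; nearly all actives have a fitted effect of over 50% in size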
IL-2 act: activators of IL-2; activation, % (series mostly up to about 46 µM); IL-2 activation reporter assay, cell-based qHTS; stimulated with anti-CD3/CD4/CD28 beads; in transgenic mouse T cells; AID 652025; actives 0.065% (n = 360,000); in the data active means activation above about 50%; inconclusive means mostly about 30% to 49%; further: 0% is about no effect
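Using fluorescent plate cytometry, EGFP and DsRed are detected in transgenic mouse T cells stimulated 18 h at 37 degrees C with antibody-coated beads after 60 min compound pretreatment.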
PLK1 PBD inh: PLK1 (human) polo-box domain binding inhibition; Plk1 PBD binding of FITC phosphopeptide, fluorescence polarization; Potency, µM, inactives show max response, negative = inhibition, actives largely listed as inhibitors; AID 720504; P53350; actives 2.8% (n = 360,000); further: potency means the concentration at half of the fitted maximal effect; series mostly up to about 57 µM; on the % scale 0 is the no-effect control and ±100 the full control effect; nearly all actives have a fitted effect of over 65% in size
GLP-1R agonist: GLP-1 receptor (human) agonism; P43220; HEK293 GLP-1R CRE-luciferase, luminescence, 4-6 h; cells express a hypersensitive GLP-1R form; Potency, µM (top dose mostly 45.6 µM), for the others: top-dose activation, most hits filed as activators; actives 0.007% (n = 380,000); further: potency means the concentration at half of the fitted maximal effect; % of control where 0% means no effect
PI5P4Ka inh: blocks human PI5P4K alpha kinase activity; P48426; PI5P4Kalpha enzyme, ADP-Glo luminescence, 60 min; stronger effect = lower value; max response, %; actives 1.2% (n = 330,000); AID 652105; active means max response of -50% or lower; inconclusive means between -30% and -50%; inactive means -30% or higher; further: value at the top dose of about 77 µM; on the % scale 0 is the no-effect control and ±100 the full control effect
Target sequence (P48426 whole entry, looked up): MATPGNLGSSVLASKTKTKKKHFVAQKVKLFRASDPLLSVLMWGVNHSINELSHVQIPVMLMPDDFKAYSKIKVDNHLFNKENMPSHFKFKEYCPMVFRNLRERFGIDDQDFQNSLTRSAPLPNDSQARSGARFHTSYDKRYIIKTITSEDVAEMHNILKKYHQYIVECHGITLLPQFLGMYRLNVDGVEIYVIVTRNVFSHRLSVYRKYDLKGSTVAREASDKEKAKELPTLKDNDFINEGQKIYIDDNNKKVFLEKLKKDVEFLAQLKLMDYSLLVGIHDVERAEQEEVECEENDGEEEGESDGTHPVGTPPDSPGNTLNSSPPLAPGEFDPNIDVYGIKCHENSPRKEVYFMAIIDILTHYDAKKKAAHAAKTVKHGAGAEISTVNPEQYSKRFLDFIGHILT
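Single end-point luminescence (ADP-Glo) quantified ADP from PI5P4Kalpha turnover; ATP 5 microM final, 1 h at RT, 0.1% CHAPS and 0.28 mM EGTA in HEPES pH 7.4.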
EPAC1 agonist: agonists of human EPAC1. O95398. EPAC1 agonist qHTS, biochemical assay; response scale: 100% = response to 6.5 mM cAMP. Potency, µM (titrated, usually from 154 µM), without a hit: top-dose activation, most hits filed as activators. actives 0.073% (n = 360,000); further: potency means the concentration at half of the fitted maximal effect; nearly all actives have a fitted effect of over 60% in size
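Compounds were pinned as a concentration titration into mixtures of EPAC1 (100 nM), BODIPY-GDP-loaded Rap1B (250 nM) and GDP (50 uM). After 5 min at room temperature, fluorescence was followed for 30 min; activity was scaled to 6.5 mM cAMP.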
* = called active by the depositor; i = inactive; ? = inconclusive; nt = no result given; [ ] = dose if it differs, or a comment. Unless noted, the call rests on the fitted dose curve; in most records, active means well fitted curve in the direction sought with a large enough effect; inconclusive means small, poorly fitted or top-dose-only effect, or another doubt; inactive means no such curve, though single readings can be large; an effect the other way counts as inactive or inconclusive. Only part of the results is shown; count on the stated rates, not on these rows.

Every second line gives: PTHR1 agonist | GLP1R inv ag | HEK293 tox | EPAC1 antagonist | IL-2 act | PLK1 PBD inh | GLP-1R agonist | PI5P4Ka inh | EPAC1 agonist
- CN(C)S(=O)(=O)N1CCN(C(=O)N2CCCCCC2)CC1
 : i | 9% | 4% | 9% | 2.3 | 3% | -14% | nt | 1%
- c1coc(CNCc2cccs2)c1
 : i | 5% | 6% | 6% | -1.0 | -7% | -8% | 1 | 4%
- CN(CCOCCOc1ccc(Cl)cc1Br)Cc1ccccc1
 : i | ? | -16% | -4% | -2.4 | -1% | 5% | 31 | 2%
- O=C(Nc1ccc(Oc2ncnc3cc(Cl)ccc23)nc1)c1ccc(F)cc1
 : 8% | 11% | 9% | 12% | ? | 2% | -4% | 2 | -7%
- COCCn1c(SCC(=O)NN2C(=O)NC(C)(c3ccccc3)C2=O)nnc1-c1ccncc1 (stereo not drawn)
 : -18% | 5% | 2% | -8% | -0.1 | -14% | -4% | 5 | -1%
- Cc1cc(-n2c(C)cc(C(=O)CN3C(=O)NC4(CCCCCC4)C3=O)c2C)no1
 : -3%[57.5 µM] | ? | -7% | -3% | -1.5 | -2% | 7% | nt | 4%
- COc1ccc(-c2n[nH]c(C)c2-c2ccccc2OC)c(O)c1
 : -49%[inhibitor] | ? | 60%[activator] | ? | -5.5 | -5% | 16% | 1 | -16%
- CSc1ccc(CCNC(=O)CCc2nnc3ccc(N4CCOCC4)nn23)cc1
 : -11% | 10% | 1% | -14% | -2.3 | -6% | 4% | 2 | 1%
- C=CCSc1nc(-c2ccc3c(c2)OCO3)cc(C(F)(F)F)c1C#N
 : -12% | 15% | 15% | 2% | 1.4 | -6% | -1% | 18 | 8%
- Cc1cc(C(=O)CN2CCN(CC(=O)Nc3cccc(F)c3)CC2)c(C)n1C1CC1
 : i | -4% | -15% | 8% | 0.8 | -1% | 0% | 9 | 6%
- COc1ccccc1OCCn1c(SCC(N)=O)nc2ccccc21
 : i | 10% | -19% | 9% | 0.0 | -7% | 0% | -24 | -5%
- Cc1ccc(NS(=O)(=O)c2ccc3[nH]c(=O)oc3c2)cc1Cl
 : -28% | -6% | -14% | -3% | 0.5 | 0% | -11% | 3 | 7%
- COc1ccc(OC)c(Nc2nc3ccc(C)cc3n3cnnc23)c1
 : -4% | 48%[activator] | 2% | -1% | -1.6 | 6% | 9% | 0 | -6%
- COc1cc(NC(=O)COC(=O)CNC(=O)C2CCCCC2)cc(OC)c1
 : i | 5% | -16% | 463%[activator] | -3.5 | 70%[activator] | -2% | -5 | -44%[inhibitor]
- O=C(NCCCN1CCN(Cc2ccccc2Cl)CC1)Nc1ccccc1
 : i | -30% | -11% | -1% | 1.4 | -2% | 15% | 0 | 3%
- COc1ccc(OC)c(NC(=O)CSC2=C(C#N)C(c3ccco3)C3=C(CCCC3=O)N2)c1 (stereo not drawn)
 : i | 8% | 30% | -8% | -0.6 | -7% | 11% | -11 | 13%
- CCc1ccc2c(c1)cc(CN(Cc1ccco1)C(C)=O)c1nnnn12
 : -22% | -1% | -3% | -6% | -2.8 | -5% | -3% | 3 | 1%
- COC(=O)[C@]12CCCCC=C1N(Cc1ccc3c(c1)OCO3)C(=O)[C@H](CC(=O)N1CCN(C(=O)c3ccco3)CC1)C2
 : -7% | -7% | -7% | 11% | 0.7 | -2% | nt | 4 | -8%
- C=CCn1c(COc2ccc(CC)cc2)nnc1SCC(=O)N(C)C1CCS(=O)(=O)C1 (stereo not drawn)
 : -6%[57.5 µM] | 9% | -12% | 12% | -1.9 | -2% | -7% | 0 | -2%
- COCCN(C(=O)CSc1nc(N)cc(=O)[nH]1)c1c(N)n(Cc2ccccc2)c(=O)[nH]c1=O
 : i | 13% | 2% | -16% | 0.6 | 7% | 4% | 4 | 4%
- O=C(c1ccccc1-c1nc(-c2ccc(Cl)cc2)no1)N1CCCC1
 : -16%[57.5 µM] | 0% | -2% | -3% | 1.2 | 1% | ? | nt | -6%
- CN(C)S(=O)(=O)c1ccc2c(c1)N(CC(=O)N1CCN(c3ccc(F)cc3)CC1)CCS2
 : i | 15% | -3% | nt | nt | nt | -6% | nt | nt
- Cc1c(CCC(=O)O)c(=O)oc2cc3occ(-c4ccc(Br)cc4)c3cc12
 : -15% | 10% | 3% | ? | 0.5 | ? | 11% | ? | 26%
- COc1ccc2cc(C(=O)C3CCCN(C(=O)CSc4nnc(C)o4)C3)ccc2c1 (stereo not drawn)
 : -37%[inhibitor] | -19% | -15% | -7% | -3.8 | 3% | 11% | 4 | -5%
- Nc1ccc(S(=O)(=O)Nc2nccc(/C=C/c3ccccc3F)n2)cc1
 : -3% | 12% | -7% | -21% | 0.4 | -12% | 10% | -9 | 4%
- CCOC(=O)c1ccc(N2C(=O)CC(Sc3nc(C)cc(C)n3)C2=O)cc1 (stereo not drawn)
 : -19% | 2% | -36% | -17% | -0.5 | -5% | 0% | 0 | -10%
- CCN(CC)CCCNC(=O)N[C@@H](Cc1ccccc1)C(=O)O
 : 2%[57.5 µM] | 9% | 0% | -5% | -0.5 | 1% | -14% | 3 | 3%
- O=[N+]([O-])c1ccc(Nc2ccc(F)cc2)nc1
 : -10% | -24% | -28% | -5% | -0.9 | -8% | 7% | 1 | -9%
- O=C(CN1CCN(c2ncc(C(F)(F)F)cc2Cl)CC1)Nc1ccc2c(c1)OCO2
 : i | ? | -10% | -11% | -0.1 | 0% | 6% | nt | 12%
- Cc1ccc(NC(=O)C2(c3ccccc3)CCCC2)nc1
 : i | 3.5µM* | -8% | -16% | 1.9 | -2% | 0% | 3 | 0%

Single records, from the list above.
Profile of `O=[N+]([O-])c1ccc(Nc2ccc(F)cc2)nc1` → PTHR1 agonist: -10%; GLP1R inv ag: -24%; HEK293 tox: -28%; EPAC1 antagonist: -5%; IL-2 act: -0.9; PLK1 PBD inh: -8%; GLP-1R agonist: 7%; PI5P4Ka inh: 1; EPAC1 agonist: -9%
Profile of `CN(C)S(=O)(=O)c1ccc2c(c1)N(CC(=O)N1CCN(c3ccc(F)cc3)CC1)CCS2` → PTHR1 agonist: i; GLP1R inv ag: 15%; HEK293 tox: -3%; EPAC1 antagonist: nt; IL-2 act: nt; PLK1 PBD inh: nt; GLP-1R agonist: -6%; PI5P4Ka inh: nt; EPAC1 agonist: nt
Profile of `O=C(c1ccccc1-c1nc(-c2ccc(Cl)cc2)no1)N1CCCC1` → PTHR1 agonist: -16%[57.5 µM]; GLP1R inv ag: 0%; HEK293 tox: -2%; EPAC1 antagonist: -3%; IL-2 act: 1.2; PLK1 PBD inh: 1%; GLP-1R agonist: ?; PI5P4Ka inh: nt; EPAC1 agonist: -6%

(next part)
Every second line gives: PTHR1 agonist | GLP1R inv ag | HEK293 tox | EPAC1 antagonist | IL-2 act | PLK1 PBD inh | GLP-1R agonist | PI5P4Ka inh | EPAC1 agonist
- O=C(/C=C\Nc1ccccn1)c1ccc(Cl)cc1
 : -54%[inhibitor][57.5 µM] | 26% | -15% | 3% | 1.6 | -5% | 0% | nt | 3%
- COCCn1c(=NC(=O)C2COc3ccccc3O2)sc2cc(S(N)(=O)=O)ccc21 (stereo not drawn)
 : -10% | 47%[activator] | 4% | -2% | 1.6 | 3% | 12% | 6 | -9%
- CC(Sc1ccccc1)C(=O)NNC(=O)c1csc(N2CCOCC2)n1 (stereo not drawn)
 : i | -5% | -8% | ? | 0.3 | -9% | -17% | 8 | ?
- CCCc1cc(=O)[nH]c(SCC(=O)N2CCc3ccccc32)n1
 : -9% | 3% | 3% | 2% | 0.4 | 1% | -2% | -2 | -1%
- Cc1ccc(C(=O)NC(C)c2nnc(SCC(=O)NC3CCCC3)n2C)cc1 (stereo not drawn)
 : i | -6% | -6% | 1% | 0.8 | 6% | 0% | -5 | 6%
- CC(=O)c1ccc(N(C(=O)CNC(=O)c2ccco2)C(C(=O)NCC2CCCO2)c2ccccc2)cc1 (stereo not drawn)
 : -2% | 3% | 9% | 4% | -1.4 | -10% | 5% | -1 | -2%
- COc1ccc(NC(=O)c2c3c(nc4ccccc24)CCN(Cc2ccccc2)C3)c(OC)c1
 : -2% | -27% | -8% | -3% | -0.4 | -23% | 6% | -5 | -14%
- CCN1C(=O)/C(=C/C=C2/Sc3ccc4ccccc4c3N2CCO)SC1=S
 : i | 15% | -11% | -1% | 0.2 | -9% | -2% | -1 | -7%
- CS(=O)(=O)Nc1cccc(C2=NN(S(C)(=O)=O)C(c3ccc4c(c3)OCO4)C2)c1 (stereo not drawn)
 : i | -13% | ? | -2% | 0.1 | -4% | -2% | -8 | 4%
- CCC(=O)c1cn(CC(=O)Nc2cccc(OC)c2)c2ccccc12
 : -16% | -11% | -1% | -3% | 2.2 | -3% | 7% | -2 | -3%
- COc1cc([N+](=O)[O-])ccc1N=Nc1c(N)[nH]n(-c2ccccc2)c1=O
 : i | ? | 12% | -15% | 0.5 | 30µM* | 3% | ? | 4%
- COc1cc(/C=C/C(=O)Nc2cccc(S(=O)(=O)N3CCOCC3)c2)ccc1OCC#N
 : -20% | -3% | 2% | ? | -0.7 | -2% | 15% | -2 | 12%
- Cc1ccc(N=C2NC(=O)C(CO)(CO)S2)cc1
 : i | 10% | 0% | 1% | -0.5 | -15% | -3% | 4 | 9%
- C=CCn1c(SCC(=O)Nc2sccc2C#N)nc2sc(C)c(C)c2c1=O
 : i | 1% | 1% | -17% | -1.9 | -4% | -4% | 1 | 14%
- Nc1ccc2c(=O)[nH][nH]c(=O)c2c1
 : i | 1% | 3% | 17% | -0.3 | -10% | 0% | -10 | -2%
- COc1ccc(NC(=O)Nn2cnnc2)cc1OC
 : -23% | 8% | 1% | -24% | 0.0 | -7% | 1% | 2 | 9%
- CCCS(=O)(=O)NC(=O)C1(C)CCN(C(=O)c2c(C)noc2C)C1 (stereo not drawn)
 : i | 5% | -3% | -1% | 0.3 | -5% | -1% | -2 | 4%
- CC1CC1C(=O)N(C)CC(=O)Nc1ccccc1Br (stereo not drawn)
 : -19% | -2% | 5% | -5% | 0.2 | -6% | 8% | 2 | 7%
